OX1R FRET antag: blocks the human orexin 1 receptor; O43613; OX1R-expressing cells, FRET antagonist read-out; inhibition, % at 6.6 µM; hit rate 1.8% among 330,000; AID 485270; in the data active means inhibition mostly above about 38%, no sharp cut-off; inactive means mostly below about 40%;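 further: 0% = agonist challenge alone and 100% = reference antagonist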
Target sequence (O43613 whole entry, looked up): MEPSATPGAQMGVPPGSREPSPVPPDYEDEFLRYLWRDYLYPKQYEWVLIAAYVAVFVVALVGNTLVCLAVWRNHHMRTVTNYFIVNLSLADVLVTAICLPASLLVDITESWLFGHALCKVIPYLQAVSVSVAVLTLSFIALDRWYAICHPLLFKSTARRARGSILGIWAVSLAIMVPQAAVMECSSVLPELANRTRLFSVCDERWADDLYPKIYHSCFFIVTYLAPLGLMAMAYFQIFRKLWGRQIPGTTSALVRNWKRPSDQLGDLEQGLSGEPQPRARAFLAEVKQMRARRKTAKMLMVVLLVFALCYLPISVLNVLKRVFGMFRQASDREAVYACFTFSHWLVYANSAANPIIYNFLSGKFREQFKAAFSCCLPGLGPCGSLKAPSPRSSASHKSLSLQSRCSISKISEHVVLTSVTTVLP
KCNQ2 block: KCNQ2 potassium channel inhibitors, primary screen, cell-based, CHO-K1, FluxOR thallium flux, B-score (AID 2156); O88943; 20 min; hits give low values; B-score at 10 µM; hit rate 1.1% among 310,000;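 active means fluorescence ratio B-score at most minus 3 library SDs, with starting brightness B-score within 2 library SDs, cut at about -5.5 in these data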
STK33 inh: inhibitors of human STK33 kinase; purified STK33, MBP phosphorylation, ADP-Glo luminescence; hit rate 0.073% among 320,000; inhibition, % at 10 µM; AID 2661;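 active means inhibition at or above 25%, using the most active replicate where run in duplicate; inactive means inhibition below 25%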
Target sequence (Q9BYT3 whole entry, looked up): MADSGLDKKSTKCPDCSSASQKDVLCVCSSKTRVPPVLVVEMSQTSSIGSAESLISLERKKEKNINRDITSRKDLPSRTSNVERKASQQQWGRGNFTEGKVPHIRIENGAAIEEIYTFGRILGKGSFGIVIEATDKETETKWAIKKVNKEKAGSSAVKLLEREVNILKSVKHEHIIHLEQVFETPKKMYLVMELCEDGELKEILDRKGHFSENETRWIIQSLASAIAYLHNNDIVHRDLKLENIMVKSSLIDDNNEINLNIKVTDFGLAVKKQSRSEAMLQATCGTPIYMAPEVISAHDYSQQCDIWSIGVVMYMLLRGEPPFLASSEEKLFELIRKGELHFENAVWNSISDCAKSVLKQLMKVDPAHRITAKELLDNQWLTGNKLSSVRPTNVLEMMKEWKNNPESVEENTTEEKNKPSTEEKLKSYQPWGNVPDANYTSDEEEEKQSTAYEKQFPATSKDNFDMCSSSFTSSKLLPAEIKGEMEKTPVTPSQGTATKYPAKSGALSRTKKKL
* = called active by the depositor; i = inactive; / = not tested or not shown.

OX1R FRET antag	KCNQ2 block	compound	STK33 inh
14	i	COc1cc(C(=O)OCC(=O)N2CCN(C(C)=O)CC2)ccc1OCC(C)C	-1.3
3	/	Cc1ccc(S(=O)(=O)N2CCOCC2)cc1C(=O)OCC(=O)NCCc1ccccc1	0.1
13	i	CCCCn1c(N)c(N(CCC(C)C)C(=O)c2cccc(N3C(=O)c4ccccc4C3=O)c2)c(=O)[nH]c1=O	-0.3
6	i	COc1ccc(C(=O)Nc2ccc(Cc3ccncc3)cc2)cc1Br	-1.5
27	i	CC/C(C)=N/N1C(=O)c2ccccc2NC1(C)CC (stereo not given)	-0.9
5	i	COCc1c(C(=O)NC(C)c2ccc(S(N)(=O)=O)cc2)oc2ccccc12 (stereo not given)	0.2
13	i	COc1ccc(OC)c(/C=C/C(=O)N(C)CC(=O)Nc2ccc(C)cc2)c1	-0.6
/	i	COc1cc(C(=O)N/N=C/c2ccc(OC(=O)c3ccccc3)c(OC)c2)ccc1O	0.8
1	i	CC1CCN(CC(O)COCCOc2ccc(Br)cc2)CC1 (stereo not given)	-0.8
13	i	O=C(CCCCCCCCN1C(=O)c2ccccc2C1=O)N1CCOCC1	-0.9
3	i	Cn1c(N)c(Br)c(-c2ccc(F)cc2)c(C#N)c1=O	0.0
8	i	CN(c1nnc(N)s1)C1CCCCC1	-0.8
15	i	CO/N=C/c1ccc(N2CCN(C(=O)c3cccc(C(F)(F)F)c3)CC2)c([N+](=O)[O-])c1	1.4
14	i	Nc1c(N(CCC2=CCCCC2)C(=O)Cc2ccc(F)cc2)c(=O)[nH]c(=O)n1Cc1ccccc1	-1.1
26	i	C[C@@H]1CCC[C@@]2(O[C@H](CCO)C[C@H](O)[C@H]2O)O1	-0.6
17	i	COc1ccc(CCNC(=O)C2CCCN2S(=O)(=O)c2ccc(F)cc2)cc1OC (stereo not given)	-0.9
44	i	Cc1nn(C(C)(C)C)c(OC(=O)c2cccs2)c1S(=O)(=O)c1ccccc1	-1.2
13	i	COc1ccc(OC)c(-c2cc(C(=O)NCCN3CCOCC3)no2)c1	-2.1
22	i	CCC(C(=O)OCC(=O)Nc1ccc(C(N)=O)cc1)c1ccccc1 (stereo not given)	-0.3
7	i	COc1ccc(OC)c(/C=C/C(=O)OCC(=O)Nc2ccc3c(c2)OCCO3)c1	0.3
6	i	CCOCCCN1C(=O)C2C(C(=O)Nc3ccc(OCC)cc3)C3C=CC2(O3)C1C(=O)NC1CCCCC1 (stereo not given)	-0.4
12	i	COc1ccc(OC)c(-n2c(-c3cc(-c4ccc(F)cc4)n[nH]3)n[nH]c2=S)c1	-3.1
12	i	CCN(CC(=O)NC(C)(C)C)Cc1nc2c(Br)cc(Br)cc2c(=O)[nH]1	/
2	i	CCOc1cc(/C=N/NC(=O)C(OC)c2ccccc2)ccc1O (stereo not given)	2.1
7	i	Cc1cc(C)cc(-n2nnc(C(=O)NCc3ccccc3Cl)c2N)c1	-1.0
5	i	CC(C)NC(=O)CSCc1cccc(Br)c1	-1.6
18	i	Cc1ccc(NC(=O)CN2C(=O)C3CC=CCC3C2=O)cc1S(=O)(=O)N1CCOCC1 (stereo not given)	-0.9
50	i	CCC/C=N/NC(=O)c1cccc(Br)c1	-0.5
9	i	O=C(CN1C(=O)COc2ccccc21)NCCN1CCC(Cc2ccccc2)CC1	1.0
13	i	CC(C)OCCCNC(=O)NC12CC3CC(CC(C3)C1)C2	0.5
17	i	COCCNC(=O)c1ccc(-c2csc(C)n2)cc1	-1.4
6	i	Cc1ccccc1NC(=O)CC1SC(=NC2CCCCC2)NC1=O (stereo not given)	-2.6
20	i	COc1ccc(S(=O)(=O)Nc2cc3c4c(c2)C(C)C(=O)N4CCC3)cc1OC (stereo not given)	0.8
35	i	CC(=O)Nc1ccc(S(=O)(=O)NC(CC(=O)NC2CCCCC2C)C(C)C)cc1 (stereo not given)	4.3
36	i	CC(OC(=O)c1ccccc1Nc1ccc(SC(F)F)cc1)C(N)=O (stereo not given)	-1.7
4	/	COc1ccc(S(=O)(=O)N2CCC(C(=O)NCCOc3ccccc3F)CC2)cc1OC	-0.4
18	i	Cn1c(=O)[nH]c(=O)c2c1nc(Br)n2CCSc1nnnn1-c1ccccc1	-1.1
1	i	CCN(CC)CCN1C(=O)c2oc3ccccc3c(=O)c2C1c1cccc(Br)c1 (stereo not given)	0.9
17	i	Cn1c(=O)c(C(=S)NC(=O)C2CC2)c(N)n(Cc2ccccc2)c1=O	-1.4
7	i	Cc1c(C(=O)O)sc2nc(SCC(=O)Nc3ccc(S(=O)(=O)NC(C)(C)C)cc3)[nH]c(=O)c12	0.7
0	i	O=C(Nc1ccc(OC(F)(F)F)cc1)c1cnccn1	-1.8
14	i	O=S(=O)(Nc1cccnc1)c1ccc(Cl)c(C(F)(F)F)c1	-0.5
13	i	Cc1ccc(N=C2NC(=O)/C(=C\c3ccc(C)s3)S2)cc1	-1.0
43	i	Cc1ccc(CNC(=O)CCCNS(=O)(=O)c2cccc3nonc23)cc1	0.3
10	i	CCOc1ccc(NC2CCCCC2NS(=O)(=O)c2ccccc2)cc1 (stereo not given)	0.4
3	i	Cn1cnc([N+](=O)[O-])c1N=C(N)N	-1.1
20	i	CC(C)CCNC1=CC(=O)CC(c2ccccc2)C1 (stereo not given)	-1.3
18	i	CCc1nc(Nc2ccc(NC(C)=O)cc2)c2oc3ccccc3c2n1	1.0
4	i	COC(=O)c1cn(CC(=O)NC2CCCCCC2)c2ccccc12	1.3
12	i	CC(C)(C)c1ccc(OCc2ccc(C(=O)N/N=C3\CC4CC=CC34)cc2)cc1 (stereo not given)	0.2
12	i	Nc1nc(-c2ccccc2)c(C(=O)Nc2ccccc2)s1	3.6
-7	i	NC(=O)CN1C(=O)C(=O)N(Cc2cccc(Cl)c2)C1=O	-0.7
4	i	Cc1ccc(-n2[nH]c(C)c(C=Nc3ccc4[nH]c(=O)[nH]c4c3)c2=O)cc1	-1.6
7	i	Cc1nn(C(C)C(=O)NCCc2ccccc2)c(=O)c2cc3occc3n12 (stereo not given)	-1.1
17	i	COc1ccc(OCCNS(=O)(=O)Cc2ccccc2)cc1	-1.4
22	i	Cc1ccc(C)c(C(=O)Nc2c(C(N)=O)oc3ccccc23)c1	0.0

Later entries:
OX1R FRET antag	KCNQ2 block	compound	STK33 inh
5	i	Cc1ccc(Cn2cccc2/C=N/NC(=S)Nc2ccc(C)cc2)cc1	0.8
15	i	Cc1nc(/C(N)=N/OC(=O)Cc2ccccc2)no1	0.0
20	i	COc1ccc2cc(C(=O)Nc3ccc(S(N)(=O)=O)cc3)sc(=O)c2c1OC	1.3
9	/	COc1ccc(CCNC(=O)COC(=O)C2COc3ccccc3O2)cc1 (stereo not given)	-0.7
13	i	O=C(NCCCNCCCNC(=O)c1ccc(/C=N/O)nc1)c1ccc(/C=N/O)nc1	-1.0
35	i	O=C(c1ccc(Br)cc1)c1sc(N2CCOCC2)nc1-c1ccccc1	-1.0
3	i	Cc1ccc(-n2ccnc2SCC(=O)N(CC(C)C)C2CCS(=O)(=O)C2)c(C)c1 (stereo not given)	-2.1
8	i	Cc1ccc(-c2n[nH]c(=O)c3ccccc23)c(C)c1	-4.1
3	i	COc1ccc(S(=O)(=O)N2CCOCC2)cc1C(=O)N1CCCCC1	-0.8
5	i	Cc1cc2c(cc1S(=O)(=O)N1CCN(c3ccccc3)CC1)OCC(=O)N2	0.2
9	i	O=C(CNC(=O)c1ccc2c(c1)OCCO2)N/N=C/c1cccc(Br)c1	-1.2
5	i	CCOc1ccc(NC(=O)c2ccccn2)cc1	0.5
19	i	CC(=O)Nc1nonc1-n1nnc(C(=O)NCc2ccccc2)c1C	-0.8
14	i	COc1ccc(-c2cc(C(F)(F)F)nc(SCC(=O)Nc3ccc4c(c3)OCO4)n2)cc1	-1.3
12	i	C/C(N)=C(/C#N)C(=O)COC(=O)C1CCN(C(=O)c2ccc(Cl)cc2)CC1	-1.0
33	-7.3*	Cc1ccc(CN2CCN(/N=C/c3ccc(C(=O)O)cc3)CC2)c(C)c1	-1.9
51	i	CCOC(=O)c1sc(N/N=C/c2cccc(C)c2)nc1C	2.7
24	i	COC(=O)C1CCN(C(=O)COC(=O)c2ccc3[nH]c4c(c3c2)CCCC4)CC1	0.7
4	i	Clc1ccc(Cn2nnc(-c3ccccc3)n2)cc1	-1.2
27	i	Nn1c(COc2cccc(Cl)c2)nc2ccccc2c1=O	-1.4
14	i	Cc1nn(C)cc1C(C(=O)NC1CCCCC1)N(C(=O)c1cnccn1)c1ccc(Oc2ccccc2)cc1 (stereo not given)	1.5
6	i	C=CCNC(=O)c1cccc(C(F)(F)F)c1	-0.6
5	i	Cc1cc(C(c2ccc(O)cc2)c2cc(C)c(O)cc2C)c(C)cc1O	-2.4
3	i	Cc1cccn2c(=O)c(/C=N/O)c(N3CCCC3)nc12	-1.1

Overlap with the part before: 3 compounds; new compounds follow.
OX1R FRET antag	KCNQ2 block	compound	STK33 inh
6	i	C=CCNC(=O)c1cccc(C(F)(F)F)c1	-0.6
5	i	Cc1cc(C(c2ccc(O)cc2)c2cc(C)c(O)cc2C)c(C)cc1O	-2.4
3	i	Cc1cccn2c(=O)c(/C=N/O)c(N3CCCC3)nc12	-1.1
40*	i	Cc1ccc2c(c1)sc(-c1ccc(N(C)C)cc1)[n+]2C	-1.5
18	i	Cc1nn(C)c(Oc2ccccc2)c1[N+](=O)[O-]	0.0
13	i	Cc1ncoc1C(=O)Nc1cccc(Cl)c1C	0.2
5	i	Cc1cc(O)c(C(=O)/C=C/c2cccc([N+](=O)[O-])c2)c(=O)o1	-0.5
3	i	Cc1ccc(-c2nnn(CC(=O)N3CCC(C)CC3)n2)o1	0.2
15	i	COc1cc2c(cc1OC)C(c1cccs1)CC(=O)N2 (stereo not given)	1.0
33	i	Cn1c(O)c(N=NC(=O)CNC(=O)/C=C/c2ccccc2)c2ccccc21	-1.7
0	i	CCCc1cc(=O)[nH]c(SCC(=O)c2c(N)n(C)c(=O)n(C)c2=O)n1	0.1
3	i	O=C(Nc1ccc2c(c1)OCO2)C1CC(=O)N(CCc2ccccc2)C1 (stereo not given)	-2.9
20	/	O=C1N[C@@H](c2ccccc2)COC(=O)[C@@H](Cc2ccc(F)cc2)C/C=C\C[C@@H]1CC(=O)N(CCO)Cc1ccccc1	-0.6
28	i	COc1cc(C(=S)N2CCN(c3cccc(Cl)c3)CC2)ccc1O	-1.6
20	/	CCC(C)c1cc(S(=O)(=O)N2CCOCC2)ccc1OC (stereo not given)	0.1
-2	i	CC(C)CCNC(=O)C(c1cccs1)N(CC1CCCO1)C(=O)Cn1nnc2ccccc21 (stereo not given)	-3.5
5	i	COc1ccc(C)cc1NC(=O)C1CCN(S(=O)(=O)c2cccs2)CC1	-2.3
-4	i	O=C(c1cccc(N2C(=O)C3C4C=CC(C4)C3C2=O)c1)N1CCN(c2ccc(F)cc2)CC1 (stereo not given)	-0.4
6	i	Cc1ccc(C)c(S(=O)(=O)NCc2ccncc2)c1	8.5
26	i	CC1(C)CC(=O)C2=C(C1)OC(N)=C(C#N)C2c1cc2c(cc1[N+](=O)[O-])OCO2 (stereo not given)	0.0
29	i	COc1ccc(C2=CC(c3ccc(OC)c(OC)c3)n3nnnc3N2)c(OC)c1 (stereo not given)	0.0
22	i	COc1ccc(C(=O)N2CCN(c3ccc(C)cc3C)CC2)cc1OC	-0.4
14	i	CCCCCc1ccc(OCCCC[n+]2ccc(C)cc2)c(CCCCC)c1	2.0
12	i	OC(COCc1cccs1)CN1CCCCCC1 (stereo not given)	1.0
6	i	Fc1ccc(CSc2nnc(-c3cccnc3)n2Cc2ccco2)cc1	2.3

Structural class, those above with fluorine.
OX1R FRET antag	KCNQ2 block	compound	STK33 inh
3	i	Cn1c(N)c(Br)c(-c2ccc(F)cc2)c(C#N)c1=O	0.0
15	i	CO/N=C/c1ccc(N2CCN(C(=O)c3cccc(C(F)(F)F)c3)CC2)c([N+](=O)[O-])c1	1.4
14	i	Nc1c(N(CCC2=CCCCC2)C(=O)Cc2ccc(F)cc2)c(=O)[nH]c(=O)n1Cc1ccccc1	-1.1
17	i	COc1ccc(CCNC(=O)C2CCCN2S(=O)(=O)c2ccc(F)cc2)cc1OC (stereo not given)	-0.9
12	i	COc1ccc(OC)c(-n2c(-c3cc(-c4ccc(F)cc4)n[nH]3)n[nH]c2=S)c1	-3.1
36	i	CC(OC(=O)c1ccccc1Nc1ccc(SC(F)F)cc1)C(N)=O (stereo not given)	-1.7
4	/	COc1ccc(S(=O)(=O)N2CCC(C(=O)NCCOc3ccccc3F)CC2)cc1OC	-0.4
0	i	O=C(Nc1ccc(OC(F)(F)F)cc1)c1cnccn1	-1.8
14	i	O=S(=O)(Nc1cccnc1)c1ccc(Cl)c(C(F)(F)F)c1	-0.5
14	i	COc1ccc(-c2cc(C(F)(F)F)nc(SCC(=O)Nc3ccc4c(c3)OCO4)n2)cc1	-1.3
6	i	C=CCNC(=O)c1cccc(C(F)(F)F)c1	-0.6
20	/	O=C1N[C@@H](c2ccccc2)COC(=O)[C@@H](Cc2ccc(F)cc2)C/C=C\C[C@@H]1CC(=O)N(CCO)Cc1ccccc1	-0.6
-4	i	O=C(c1cccc(N2C(=O)C3C4C=CC(C4)C3C2=O)c1)N1CCN(c2ccc(F)cc2)CC1 (stereo not given)	-0.4
6	i	Fc1ccc(CSc2nnc(-c3cccnc3)n2Cc2ccco2)cc1	2.3

Compound activity (PubChem)
